EBNA-1 inhibitor – blocks EBNA-1 binding to DNA. EBNA-1 DNA binding, fluorescence polarization. inhibition, % at 14.8 µM. 300,000 tested, 0.34% active; in the data active = inhibition above about 28%
ZTA DNA inh – blocks Epstein-Barr virus ZTA, an EBNA-1 counter-screen. P03206. AID 2234. inhibition, % at 11 µM. ZTA-DNA binding, fluorescence polarization. 320,000 tested, 0.15% active; in the data active = inhibition above about 33%
LYPLA2 counter – counter-screen for PME1 inhibitors: inhibitors of human LYPLA2; O95372; recombinant LYPLA2, FP-Rh probe fluorescence polarization; inhibition, % at 5.9 µM; 320,000 tested, 0.38% active; AID 2177;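 active = inhibition above the screen-wide mean plus 3 SD, limit set per campaign, cut at about 26% in these data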;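 also: 0% = LYPLA2 with DMSO and 100% = wells lacking LYPLA2 enzyme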
PAFAH1B3 inh – inhibitors of human PAFAH1B3. inhibition, % at 3.39 µM. recombinant PAFAH1B3, FP-rhodamine probe, fluorescence polarization. Q15102. 340,000 tested, 0.28% active;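 active = inhibition above the screen-wide average of all tested compounds plus 3 SD, cut at about 25% in these data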;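 also: 0% = enzyme with DMSO only and 100% = wells lacking PAFAH1B3 protein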
Target sequence (Q15102 whole entry, looked up): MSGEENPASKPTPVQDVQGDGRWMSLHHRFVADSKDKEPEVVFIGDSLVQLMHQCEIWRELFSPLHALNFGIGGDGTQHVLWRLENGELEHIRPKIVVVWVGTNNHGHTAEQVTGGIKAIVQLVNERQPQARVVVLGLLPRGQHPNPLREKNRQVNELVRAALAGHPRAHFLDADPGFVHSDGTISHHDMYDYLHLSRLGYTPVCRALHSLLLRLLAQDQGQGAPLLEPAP
LYPLA1 inh – counter-screen for PME1 inhibitors: inhibitors of human LYPLA1. O75608. recombinant LYPLA1, FP-Rh probe fluorescence polarization. inhibition, % at 5.9 µM. 320,000 tested, 0.16% active;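 active = inhibition above the mean of all tested compounds plus 3 SD, set per campaign, cut at about 14% in these data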;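 also: inhibitors block serine hydrolase probe labeling of LYPLA1 so polarization falls; 0% = enzyme with DMSO and 100% = wells lacking LYPLA1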
Target sequence (O75608 whole entry, looked up): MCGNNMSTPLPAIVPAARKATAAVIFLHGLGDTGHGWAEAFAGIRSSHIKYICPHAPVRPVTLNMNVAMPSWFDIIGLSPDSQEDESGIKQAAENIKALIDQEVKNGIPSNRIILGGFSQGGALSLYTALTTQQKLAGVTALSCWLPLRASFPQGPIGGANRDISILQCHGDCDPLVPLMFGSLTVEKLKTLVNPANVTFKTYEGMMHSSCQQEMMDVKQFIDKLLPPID
PREPL inh – human PREPL enzyme inhibition; inhibition, % at 5.96 µM; Q4J6C6; recombinant PREPL, fluorescence polarization activity-based probe; 320,000 tested, 0.68% active; in the data active = inhibition above about 43%;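 also: 0% = enzyme with DMSO and 100% = wells lacking enzyme; many of its hits are not listed in these tables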
pPAFAH inh – pPAFAH (human) enzyme inhibition | Q13093 | recombinant pPAFAH, FP-rhodamine probe fluorescence polarization | inhibition, % at 3.39 µM | 330,000 tested, 1.5% active;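 active = inhibition above the mean inhibition across the screen plus 3 SD, cut at about 25% in these data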;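 also: inhibitors block binding of the rhodamine activity-based probe so polarization drops; 0% = enzyme with DMSO and 100% = wells lacking pPAFAH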
Target sequence (Q13093 whole entry, looked up): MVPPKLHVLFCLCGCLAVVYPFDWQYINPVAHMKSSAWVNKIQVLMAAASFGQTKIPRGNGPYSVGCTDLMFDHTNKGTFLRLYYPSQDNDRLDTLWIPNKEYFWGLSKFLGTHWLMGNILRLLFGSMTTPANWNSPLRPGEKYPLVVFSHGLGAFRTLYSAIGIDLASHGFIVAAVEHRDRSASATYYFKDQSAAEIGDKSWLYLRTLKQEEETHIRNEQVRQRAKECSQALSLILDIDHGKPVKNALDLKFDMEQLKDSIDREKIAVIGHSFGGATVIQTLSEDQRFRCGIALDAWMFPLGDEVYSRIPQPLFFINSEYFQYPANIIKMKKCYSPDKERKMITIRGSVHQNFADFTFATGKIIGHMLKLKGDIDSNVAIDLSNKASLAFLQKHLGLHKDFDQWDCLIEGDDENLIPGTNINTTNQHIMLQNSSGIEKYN
PAFAH2 inh – PAFAH2 (human) inhibition; Q99487; recombinant PAFAH2, FP-rhodamine activity probe, fluorescence polarization; inhibition, % at 3.39 µM; 340,000 tested, 0.99% active; AID 492956;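 active = inhibition above the mean over all tested compounds plus 3 SD, cut at about 30% in these data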;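 also: inhibitors block probe labeling of enzyme so polarization drops; 0% = enzyme with DMSO and 100% = wells lacking PAFAH2 protein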
PAFAH1B2 FP inh – PAFAH1B2 (human) inhibition | P68402 | recombinant PAFAH1B2, FP-rhodamine activity probe, fluorescence polarization | inhibition, % at 3.39 µM | 340,000 tested, 1.2% active | AID 492953;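 active = inhibition above the mean of all tested compounds plus 3 SD, cut at about 24% in these data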;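 also: 0% = enzyme with DMSO and 100% = wells lacking PAFAH1B2; many of its hits are not listed in these tables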
* hit, by the source's call; . = no result given.

SMILES	EBNA-1 inhibitor	ZTA DNA inh	LYPLA2 counter	PAFAH1B3 inh	LYPLA1 inh	PREPL inh	pPAFAH inh	PAFAH2 inh	PAFAH1B2 FP inh
C[C@H](CO)N1C[C@H](C)[C@@H](CN(C)C(=O)Nc2ccccc2)Oc2c(NS(=O)(=O)c3ccccc3)cccc2C1=O	.	.	.	4	.	6	4	2	5
Cc1ccc(Cc2c(C)nc3nc(SCC(=O)NCCCN4CCCCC4)nn3c2C)cc1	-10	-8	11	13	-1	29	-2	13	7
COc1ccc(C(=O)Nc2ccc(C)cc2C(=O)c2ccccc2)cc1	-5	2	1	6	-4	-6	6	1	4
[O-][n+]1c2ccccc2c2n1CCCN=C2c1ccc(Cl)cc1	18	-3	-2	-7	-1	34	5	7	5
Cc1ccc(C(c2nnnn2C(C)(C)C)N(Cc2ccco2)Cc2cccs2)cc1 (configuration not stated)	-9	9	-2	5	2	3	4	0	2
Nn1c(SCC(=O)Nc2ccccc2)nnc1-c1cccnc1	-6	15	4	3	-2	-2	3	-1	-1
Cc1csc(CNC(=O)c2ccc(OC3CCN(CCc4ccccc4)CC3)cc2)n1	17	24	7	-5	1	7	7	-5	-4
Cc1cc(C)c(NC(=O)CN(C)CC(=O)N(C)CC(=O)Nc2c(Cl)cccc2Cl)c(C)c1	.	-6	13	4	1	8	3	10	3
Nc1nc(NCc2c(F)cccc2Cl)nn1-c1ccccc1	-6	-3	12	12	3	0	4	13	6
Cc1sc2ncnc(Sc3nnnn3-c3ccccc3)c2c1C	-8	-5	1	15	1	-27	0	-8	11
NNc1nc2cccnc2n(CCNc2ncc(C(F)(F)F)cc2Cl)c1=O	-3	13	-1	4	2	2	0	10	2
Nc1nc2ccc(C(=O)NCCOC(=O)C3CCCCC3)cc2s1	10	15	-1	3	-1	5	5	2	5
Cc1ccc(CNC(=O)CN(C)S(=O)(=O)c2ccc(F)cc2)cc1	-3	6	-2	-1	1	5	-5	-10	4
COc1ccccc1C(=O)Nc1ccccc1N1CCN(S(C)(=O)=O)CC1	6	15	3	5	4	8	7	5	5
COc1ccc(-c2csc(NC(=O)/C(N=Nc3ccccc3)=C(\C)O)n2)cc1	2	13	7	.	-1	13	-1	.	.

Arranged by number of heavy atoms (largest number first): 3 of the compounds above.
SMILES	EBNA-1 inhibitor	ZTA DNA inh	LYPLA2 counter	PAFAH1B3 inh	LYPLA1 inh	PREPL inh	pPAFAH inh	PAFAH2 inh	PAFAH1B2 FP inh
Cc1ccc(Cc2c(C)nc3nc(SCC(=O)NCCCN4CCCCC4)nn3c2C)cc1	-10	-8	11	13	-1	29	-2	13	7
Cc1csc(CNC(=O)c2ccc(OC3CCN(CCc4ccccc4)CC3)cc2)n1	17	24	7	-5	1	7	7	-5	-4
Nc1nc2ccc(C(=O)NCCOC(=O)C3CCCCC3)cc2s1	10	15	-1	3	-1	5	5	2	5

(more compounds)
SMILES	EBNA-1 inhibitor	ZTA DNA inh	LYPLA2 counter	PAFAH1B3 inh	LYPLA1 inh	PREPL inh	pPAFAH inh	PAFAH2 inh	PAFAH1B2 FP inh
Cc1ccc(NC(=O)C(C)Sc2nnc(-c3cccnc3)n2-c2ccccc2)cc1 (configuration not stated)	1	12	6	5	0	3	9	2	2
COc1cc(C(=S)N2CCOCC2)cc(OC)c1O	0	6	5	11	-2	-2	6	1	6
O=C(O)C1C2C=CC(C2)C1C(=O)NCc1ccccn1 (configuration not stated)	6	-10	-3	.	1	4	3	.	.
O=C(NCCn1ccc2ccccc21)c1ccc(S(=O)(=O)N2CCCCC2)cc1	-3	5	-6	6	-1	2	1	1	16
C/C(=N\NC(=O)c1nn(C)cc1Cl)c1ccncc1	-10	-2	5	-4	3	12	1	-6	1
Cc1ccc(S(=O)(=O)N2CCOCC2)cc1C(=O)OCC(=O)Nc1ccc2[nH]c(=O)[nH]c2c1	2	-4	-2	0	-1	6	4	-2	2
CCCC[C@H]1COCCS(=O)(=O)N1Cc1ccc(Br)cc1	0	-11	3	-8	-1	12	10	-8	3
Cc1[nH]c2ccccc2c1N=Nc1c(C)n(C)n(-c2ccccc2)c1=O	-19	1	-2	10	-1	19	2	9	0
O=[N+]([O-])c1cc(/C=N/NC(=S)Nc2ccccc2Cl)ccc1Cl	12	0	-9	-10	-9	2	7	-13	0
COc1ccc(NC(=O)C2C3C=CC4(CN(Cc5cccnc5)C(=O)C24)O3)c(OC)c1 (configuration not stated)	-9	-3	6	9	0	6	-3	-8	1
COc1ccc2cc(S(=O)(=O)NC3CC(C)(C)NC(C)(C)C3)ccc2c1	7	0	0	4	-1	22	3	-5	0
O=C(CCSCc1cccc(Cl)c1)NC1CCCC1	9	-3	-5	3	-3	3	5	-5	10
COc1ccc(Cl)cc1-c1n[nH]c(=S)n1Cc1ccccc1	8	9	-5	9	-4	-1	6	1	23
Cn1c(=O)c2cc(S(=O)(=O)NC(C(=O)Nc3cccnc3)c3ccccc3)ccc2n(C)c1=O (configuration not stated)	3	-3	7	6	4	7	-1	11	-2
O=S(=O)(c1cc(Cl)c(Cl)cc1Cl)N1CCN2CCCC2C1 (configuration not stated)	-15	-8	-2	14	0	-1	-3	3	6
Nc1[nH]n(-c2ccccc2)c(=O)c1N=Nc1ccc2ncsc2c1	-16	-33	11	3	6	42	16	8	6
COc1ccc(Nc2ncnc3ccc(C)cc23)cc1	-4	7	1	12	2	-10	-1	-2	3
CC1=NNC(=O)C1CCC(=O)N/N=C/C(Br)=C/c1ccccc1 (configuration not stated)	9	12	6	4	-3	13	8	0	-4
Cc1nnc(SCC(=O)NNC(=O)COc2ccc(Br)cc2)n1C	.	-6	0	4	-5	4	5	0	3
Cc1ccc(CN2CCN(Cc3cccn3-c3ccccn3)CC2CCO)cc1 (configuration not stated)	9	-6	4	1	2	21	5	-5	3
O=C(CSc1nc2ccccc2[nH]1)c1ccco1	-1	0	-4	7	-5	12	18	1	3
O=C(CN(C(=O)c1ccco1)c1cccc(F)c1)NCc1ccc(F)cc1	-13	-3	6	8	-2	-9	1	-3	6
Cc1ccc(NC(=O)c2ccc(OCc3c(C)noc3C)cc2)cc1C	.	.	.	6	.	-6	-2	0	4
Cn1nnnc1Sc1ncnc2scc(-c3ccc(F)cc3)c12	2	3	-8	1	-3	8	29*	-15	-7
Cc1nn(Cc2ccccc2Cl)c2sc(C(=O)NC(C)(C)C)cc12	-5	-3	-10	1	-6	4	-7	3	5
COc1ccccc1S(=O)(=O)Cc1ccc(C(=O)NCc2ccc(C)cc2)o1	-15	-2	6	10	-2	-7	6	-3	14
CC1(C)CC(=O)C2=C(C1)OC(N)=C(C#N)C2c1ccc2c(c1)OCO2 (configuration not stated)	5	3	-2	4	-1	15	-1	-3	0
CC(C)n1cc(CN2CCN(CCc3ccccc3)C(CCO)C2)cn1 (configuration not stated)	-8	-2	-1	10	1	4	-3	-6	1
CCOC(=O)N1CCN(c2nc(-c3cccc(OC)c3)cc(C(F)(F)F)n2)CC1	2	-5	-1	14	1	-8	2	12	2
Cc1cc(NC(=O)[C@H](C)NC(=O)c2ccco2)ccc1Br	-14	-21	-2	1	-4	6	-4	4	4
Cc1ccccc1NC(=O)NC1CCCCCCC1	-4	-11	14	-3	6	7	22	-5	1
CCOC(=O)c1ccc(S(=O)(=O)N2CCN(CC(=O)NC(=O)NC3CCCCC3)CC2)cc1	7	4	-1	4	0	10	4	-4	3
COc1ccc(OC)c(NC(=O)c2ccc3nc(-c4ccccc4)c(-c4ccccc4)nc3c2)c1	4	6	5	.	1	13	3	.	.
OCCC1CN(Cc2cc3c(cc2Cl)OCO3)CCN1C1CCCC1 (configuration not stated)	-17	-4	-3	1	2	7	-6	-6	3
C[C@H](CO)N1C[C@H](C)[C@@H](CN(C)Cc2ccccc2)Oc2c(NC(=O)C3CCCCC3)cccc2C1=O	.	.	.	12	.	-2	2	3	14
CC(C)=CC(=O)Nc1cccc(S(=O)(=O)NC2=NCCCCC2)c1	.	.	.	7	.	11	1	-3	2
COc1cccc(C(=O)Nc2cccc(NC(=O)c3ccccc3Cl)c2)c1	7	11	-4	-10	-9	-9	3	-4	-4
CC(=O)Nc1ccc(/C=C(\C#N)C(N)=O)cc1	-3	5	-4	.	-2	-2	2	.	.
COc1c(C)cccc1C(=O)Nc1ccc(N2CCN(S(C)(=O)=O)CC2)cc1	3	5	3	-4	-1	3	8	5	1
O=C(NCC(c1ccco1)N1CCCC1)c1ccc(S(=O)(=O)Nc2ccccc2Cl)cc1 (configuration not stated)	.	-16	6	4	0	14	4	-1	1
CCOc1ccc(-n2c(=S)sc3c(=O)n(-c4ccccc4)c(SC)nc32)cc1	-12	-4	56*	0	-4	-3	-4	-3	-1
CC1(c2nnc(-c3ccncc3)o2)CC(c2c(Cl)cccc2Cl)=NO1 (configuration not stated)	4	-7	6	1	0	-12	2	-3	-4
CCCC1=[N+](CC(=O)c2ccccc2)CCn2c(C)ccc21	-10	3	0	-1	4	15	-3	-3	1
CCCc1[nH]nc2c1C(c1cccc(OC)c1)C(C#N)=C(N)O2 (configuration not stated)	-5	-19	-3	-5	0	-5	2	1	5
CCc1noc(C)c1C(=O)N1CCN(S(=O)(=O)c2c(C)c(C)cc(C)c2C)CC1	5	13	-7	4	-2	10	4	-1	6
CCCc1nnc(SCC(=O)N2C(C)CCCC2C)n1CCCOC (configuration not stated)	-13	1	7	1	2	9	2	4	5
COc1cc(F)ccc1CN1CCC(C(=O)Nc2ccc(Oc3ccccc3)nc2)CC1	1	1	2	0	-1	-11	2	-1	6
NC(=O)c1nsc(C(=O)N(Cc2ccco2)C(C(=O)NCc2ccccc2)c2ccc(O)cc2)c1N (configuration not stated)	-11	8	-4	6	-5	14	-6	-2	2
CC(NC(=O)c1ccc(CS(C)(=O)=O)cc1)c1ccc(-n2ccnc2)cc1 (configuration not stated)	-1	-12	-2	1	1	8	4	-6	0
COc1ccccc1CN1CCC(n2nccc2NC(=O)CCOc2ccccc2)CC1	9	-16	-2	4	1	15	0	-3	-1
Cc1cccc([C@@H]2[C@@H]3C(=O)N(Cc4ccccc4)C(=O)[C@@H]3[C@]3(Cc4ccc(Cl)cc4)C(=O)N(c4ccc(Br)cc4)C(=O)N23)c1	8	0	-19	9	-10	-3	1	-10	-4
CC(=O)c1c(C)[nH]c(C(=O)OCc2cc(=O)n3cc(Br)ccc3n2)c1C	.	-25	6	3	-2	21	0	-8	-1
CCOC(=O)c1[nH]c(C)c(/C(O)=C2\C(=O)C(=O)N(CCCN3CCOCC3)C2c2cccs2)c1C (configuration not stated)	-1	-1	2	9	3	3	3	0	4
C[N+](C)(C)CCN(Cc1ccc(Cl)cc1)c1ccccn1	16	21	0	8	-1	-14	3	-7	1
N#C/C(=C\c1cc(Cl)c(OCc2ccc(Cl)cc2)c(Cl)c1)C(N)=O	-9	8	-8	.	-9	-25	10	.	.
CCN(CC(=O)NC1CCS(=O)(=O)C1)S(=O)(=O)c1cc(C)ccc1C (configuration not stated)	-1	-8	1	-2	0	-4	-1	-2	6
Cc1c(C(=O)N2CCCC2)sc(NC(=O)c2ccccc2)c1C#N	-9	11	-10	2	-6	4	0	3	-5
C/C(N)=C(/C#N)C(=O)CSc1nc2ccccc2c(=O)n1Cc1ccc(F)cc1	-7	-5	-8	8	-6	-5	10	2	11
COc1ccc(C)cc1-n1nnnc1SCC(=O)c1ccc2c(c1)OCCO2	2	9	-11	-4	-6	-8	2	-15	3
COc1ccc(C(=O)N=S2CCN(C(=O)c3ccc(Cl)cc3)CC2)cc1	-9	-11	-2	.	0	4	-10	.	.
CC(=O)c1ccc(N2CCN(CC(=O)N(CC(C)C)c3c(N)n(CC(C)C)c(=O)[nH]c3=O)CC2)cc1	2	-6	-3	-5	-6	24	-1	2	-3
CCCCn1cnc2c1c(=O)n(CC(=O)c1cc(C)n(C)c1C)c(=O)n2CC(C)C	7	-7	0	2	2	-3	0	-2	0
COc1cc(OC)cc(C(=O)NCCCNC(=O)c2ccccn2)c1	-7	-21	5	-4	0	4	2	0	-3

Screens from PubChem.

Not all compounds are listed; rates above refer to the full screens.
